core dimer inh: blocks dimerization of HCV core protein. inhibition, % at 5 µM. TR-FRET GST/Flag-core106 dimerization, 1536-well. AID 1899. 300,000 compounds, 0.33% hits;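 active means inhibition above the mean of all tested compounds plus 3 SD, set per screening campaign, cut at about 45% in these data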
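System – GST-tagged and Flag-tagged HCV core protein residues 1-106 · Repeats – one well for each compound · Technique – TR-FRET 671 and 617 nm emission · Doses – one concentration, 5 µM, in 0.5% DMSO · Times – 4 h, 22.5 °C incubation · Also added – Eu donor and XL665 acceptor anti-tag antibodies · Measure – percent inhibition of core106 dimerization signal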
PP1 counter: counter-screen for PP5 inhibitors: inhibitors of human PP1-alpha; purified PP1alpha, OMFP fluorescence; 320,000 compounds, 0.9% hits; inhibition, % at 6.7 µM;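 active means inhibition above the mean inhibition of all tested compounds plus 3 SD, computed separately for each screening campaign, cut at about 15% in these data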
PP5 inh: inhibitors of human protein phosphatase 5 (PP5). inhibition, % at 6.7 µM. 320,000 compounds, 0.18% hits. purified PP5c, OMFP substrate fluorescence. P53041;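 active means inhibition above the campaign's mean inhibition across all tested compounds plus 3 SD, cut at about 9.5% in these data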;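 further: 0% = DMSO only and 100% = 100 µM cantharidin control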
Target sequence (P53041 whole entry, looked up): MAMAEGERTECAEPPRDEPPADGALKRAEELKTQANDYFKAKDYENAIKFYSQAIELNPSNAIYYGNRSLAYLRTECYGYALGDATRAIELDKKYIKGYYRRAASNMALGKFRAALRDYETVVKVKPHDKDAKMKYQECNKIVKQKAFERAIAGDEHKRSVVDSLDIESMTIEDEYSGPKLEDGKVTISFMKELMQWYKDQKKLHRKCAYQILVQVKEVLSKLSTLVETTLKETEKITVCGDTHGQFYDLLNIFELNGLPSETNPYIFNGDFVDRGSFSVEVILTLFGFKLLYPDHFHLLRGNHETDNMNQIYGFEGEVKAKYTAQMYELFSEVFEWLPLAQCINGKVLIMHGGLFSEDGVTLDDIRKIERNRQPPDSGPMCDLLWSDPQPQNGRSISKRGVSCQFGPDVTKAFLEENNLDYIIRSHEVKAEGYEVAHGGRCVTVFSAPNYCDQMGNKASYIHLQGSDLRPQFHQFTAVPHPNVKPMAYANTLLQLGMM
ZTA DNA inh: counter-screen for EBNA-1 inhibitors: inhibitors of Epstein-Barr virus ZTA. ZTA-DNA binding, fluorescence polarization. AID 2234. inhibition, % at 11 µM. P03206. 320,000 compounds, 0.15% hits; in the data active means inhibition above about 33%
Target sequence (P03206 whole entry, looked up): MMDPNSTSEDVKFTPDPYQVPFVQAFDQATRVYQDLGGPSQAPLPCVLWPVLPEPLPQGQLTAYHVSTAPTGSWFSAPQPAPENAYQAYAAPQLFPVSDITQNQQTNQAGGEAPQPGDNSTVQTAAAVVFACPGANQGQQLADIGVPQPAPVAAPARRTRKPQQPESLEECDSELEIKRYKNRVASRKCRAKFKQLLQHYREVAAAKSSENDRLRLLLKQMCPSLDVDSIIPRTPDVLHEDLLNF
Yeast superoxide: caloric restriction mimetics inhibiting age-related superoxide in yeast | S. cerevisiae aged cells, superoxide DHE fluorescence; hits give low values | superoxide response (% of plate mean), % at 10 µM | 330,000 compounds, 0.18% hits;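 active means superoxide response under a set limit, about three screen SD below normal, cut at about 65% in these data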;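 further: yeast aged for seven days with compound at 30 °C before DHE staining; 100% = average MFI of all compound-treated wells on the plate with controls excluded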
TPT1 inhibitor: C. albicans TPT1 enzyme inhibition | recombinant caTPT1, FP RNA substrate dephosphorylation | inhibition, % at 5 µM | 300,000 compounds, 0.81% hits | AID 1962;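 active means inhibition above the mean of all tested compounds plus 3 SD, set per screening campaign, cut at about 24% in these data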;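 further: plate controls were DMSO alone for no effect and ferristatin control at 100 nM for full effect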
EBNA-1 inhibitor: blocks EBNA-1 binding to DNA. inhibition, % at 14.8 µM. EBNA-1 DNA binding, fluorescence polarization. 300,000 compounds, 0.34% hits; in the data active means inhibition above about 28%
JMJD2C inh: human JMJD2C demethylase inhibition. GST-JMJD2C(1-420) H3K9me3 demethylation, DELFIA europium. inhibition, % at 2.35 µM. 330,000 compounds, 0.069% hits;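 active means more than half of a compound's replicate wells show inhibition beyond 50%, single wells judged on their own value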;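 further: signal counts dimethyl H3K9 product captured on neutravidin plate; 0% = median of DMSO wells and 100% = 0.3 times that DMSO median; strong numbers were not always called active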
Fh CTSL1 inh: counter-screen for PFM18AAP inhibitors: inhibitors of F. hepatica cathepsin L1. inhibition, % at 5.96 µM. AID 1906. 300,000 compounds, 0.49% hits. recombinant F. hepatica cathepsin L1, Z-Leu-Arg-MCA fluorescence;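 active means inhibition above the mean of all tested compounds plus 3 SD, set per screening campaign, cut at about 17% in these data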;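 further: 0% = plate median of test compound wells and 100% = 1 µM Z-Phe-Ala-diazomethylketone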
* hit, by the source's call; nt = not tested or not shown.

Start of the data: the first 18 compounds (preview)
SMILES	core dimer inh	PP1 counter	PP5 inh	ZTA DNA inh	Yeast superoxide	TPT1 inhibitor	EBNA-1 inhibitor	JMJD2C inh	Fh CTSL1 inh
COc1cc(/C=C(\NC(=O)c2ccccc2)C(=O)N2CC3CC(C2)c2cccc(=O)n2C3)cc(OC)c1OC (centres undefined)	0	3	-0.3	1	75	4	4	13	-1
O=C(Nc1c(C(=O)N2CCOCC2)cnn1-c1ccccc1)c1ccc(F)cc1	0	-7	1.9	5	107	5	-9	0	-4
O=C(COC(=O)c1cccnc1Cl)Nc1ncc(Cl)cc1Cl	3	2	0.1	-7	90	0	3	-12	-7
COC(=O)c1ccc(NC(=O)COC(=O)C2=NN(c3ccccc3)C(=O)CC2)cc1	nt	3	1.5	-14	95	nt	nt	-3	nt
CN(CC(=O)NC1CC1)S(=O)(=O)c1ccc(F)cc1	-2	-3	0.2	-5	82	-1	-2	4	-4
COc1ccc(C(C#N)Nc2ccccc2)cc1 (centres undefined)	3	-2	-0.6	-10	110	-1	-2	11	-1
CCOC(=O)c1cnn2c(C)cc(-c3ccc(F)cc3)nc12	1	-1	-1.4	4	100	1	0	2	3
C=CCN1C(=O)C(Cc2ccc(OC)cc2)S/C1=N/N=C/c1ccco1 (centres undefined)	5	2	0.0	-3	120	0	8	3	2
O=C(c1cc2cc(Cl)ccc2[nH]1)N1CCCCC1	6	2	-0.3	-13	98	4	1	-5	-2
CC(CN(C)C)CN1c2ccccc2Sc2ccccc21 (centres undefined)	-18	3	0.1	-10	100	-1	3	nt	2
O=C(CCC(=O)c1cccs1)NCc1ccccc1	4	-4	4.3	-8	89	0	-6	-7	0
Cc1cccc(-c2ccc(C=Nc3c(C)n(C)n(-c4ccccc4)c3=O)o2)c1	6	3	5.5	-18	96	2	-4	-5	4
CC(C)C(=O)Nc1ccccc1Cc1ccccc1	-2	-3	3.4	-9	97	-2	1	3	1
CCN(Cc1cc2ccccc2[nH]c1=O)C(=O)c1cccnc1	0	-3	4.4	-8	101	-1	-12	6	2
CCOC(=O)CN1NC2(CCCCCC2)NC1=S	2	-6	-0.4	8	94	0	7	1	2
O=C(O)CN1C(=O)c2ccc(Oc3ccc4c(c3)C(=O)N(CC(=O)O)C4=O)cc2C1=O	-6	3	-0.8	17	100	-1	9	3	-5
CCN(CC)C(=O)c1c(C)[nH]c(=S)c(C#N)c1-c1ccco1	-10	1	-0.3	-10	100	-3	-7	7	2
CSc1ccc(-c2sc(Nc3ccccc3)n[n+]2-c2ccccc2)cc1	-35	17*	4.7	-17	97	5	5	5	-1

The list itself, previewed entries included:
SMILES	core dimer inh	PP1 counter	PP5 inh	ZTA DNA inh	Yeast superoxide	TPT1 inhibitor	EBNA-1 inhibitor	JMJD2C inh	Fh CTSL1 inh
COc1cc(/C=C(\NC(=O)c2ccccc2)C(=O)N2CC3CC(C2)c2cccc(=O)n2C3)cc(OC)c1OC (centres undefined)	0	3	-0.3	1	75	4	4	13	-1
O=C(Nc1c(C(=O)N2CCOCC2)cnn1-c1ccccc1)c1ccc(F)cc1	0	-7	1.9	5	107	5	-9	0	-4
O=C(COC(=O)c1cccnc1Cl)Nc1ncc(Cl)cc1Cl	3	2	0.1	-7	90	0	3	-12	-7
COC(=O)c1ccc(NC(=O)COC(=O)C2=NN(c3ccccc3)C(=O)CC2)cc1	nt	3	1.5	-14	95	nt	nt	-3	nt
CN(CC(=O)NC1CC1)S(=O)(=O)c1ccc(F)cc1	-2	-3	0.2	-5	82	-1	-2	4	-4
COc1ccc(C(C#N)Nc2ccccc2)cc1 (centres undefined)	3	-2	-0.6	-10	110	-1	-2	11	-1
CCOC(=O)c1cnn2c(C)cc(-c3ccc(F)cc3)nc12	1	-1	-1.4	4	100	1	0	2	3
C=CCN1C(=O)C(Cc2ccc(OC)cc2)S/C1=N/N=C/c1ccco1 (centres undefined)	5	2	0.0	-3	120	0	8	3	2
O=C(c1cc2cc(Cl)ccc2[nH]1)N1CCCCC1	6	2	-0.3	-13	98	4	1	-5	-2
CC(CN(C)C)CN1c2ccccc2Sc2ccccc21 (centres undefined)	-18	3	0.1	-10	100	-1	3	nt	2
O=C(CCC(=O)c1cccs1)NCc1ccccc1	4	-4	4.3	-8	89	0	-6	-7	0
Cc1cccc(-c2ccc(C=Nc3c(C)n(C)n(-c4ccccc4)c3=O)o2)c1	6	3	5.5	-18	96	2	-4	-5	4
CC(C)C(=O)Nc1ccccc1Cc1ccccc1	-2	-3	3.4	-9	97	-2	1	3	1
CCN(Cc1cc2ccccc2[nH]c1=O)C(=O)c1cccnc1	0	-3	4.4	-8	101	-1	-12	6	2
CCOC(=O)CN1NC2(CCCCCC2)NC1=S	2	-6	-0.4	8	94	0	7	1	2
O=C(O)CN1C(=O)c2ccc(Oc3ccc4c(c3)C(=O)N(CC(=O)O)C4=O)cc2C1=O	-6	3	-0.8	17	100	-1	9	3	-5
CCN(CC)C(=O)c1c(C)[nH]c(=S)c(C#N)c1-c1ccco1	-10	1	-0.3	-10	100	-3	-7	7	2
CSc1ccc(-c2sc(Nc3ccccc3)n[n+]2-c2ccccc2)cc1	-35	17*	4.7	-17	97	5	5	5	-1
O=C(NNC(=S)NC(=O)c1sc2ccccc2c1Cl)c1ccc(Cl)cc1	15	2	1.9	-8	108	-1	11	-4	-2
CN(Cc1ccccc1)c1nc2c(c(=O)[nH]c(=O)n2C)n1Cc1ccccc1F	8	1	3.8	-6	101	2	3	-1	1
COC(=O)c1ccc(-c2noc(CN(Cc3ccccn3)CC3CCCO3)n2)cc1 (centres undefined)	-7	1	1.5	-5	100	-2	-14	3	2
COCCn1c(SCC(=O)N2CCCC2)nnc1-c1ccoc1C	-2	3	2.5	-3	99	-2	5	-1	-2
CCCCNC(=O)c1onc(CSc2ccc(F)cc2)c1C(=O)NCCCC	-10	2	3.0	-16	92	-2	1	-14	-1
CCOc1ccc(C(=O)NNC(=O)c2cc(C)oc2C)cc1	0	-4	1.5	0	93	1	-3	14	-1
COc1ccc(N2CCN(C(CNC(=O)C(C)(C)C)c3ccco3)CC2)cc1 (centres undefined)	2	1	-1.1	1	106	0	-12	0	-17
Later entries.
SMILES	core dimer inh	PP1 counter	PP5 inh	ZTA DNA inh	Yeast superoxide	TPT1 inhibitor	EBNA-1 inhibitor	JMJD2C inh	Fh CTSL1 inh
Cc1ccc(C(=O)NC(=S)N(C)Cc2ccccc2)cc1	-5	-3	1.6	-22	99	-3	-4	-7	-5
CC(=O)Nc1ccc(S(=O)(=O)NCCC(=O)OC(C)C(=O)c2ccc(C)cc2)cc1 (centres undefined)	5	-9	2.4	2	89	2	-12	-13	-17
O=c1[nH]c(-c2cccs2)nc2ccccc12	-7	-2	0.9	-15	100	-2	-7	-12	3
COc1ccc(N2CCN(S(=O)(=O)c3ccc(Br)s3)CC2)cc1	0	-2	2.6	-8	79	-2	-6	-16	-2
COc1ccccc1CNC(=O)C1Cc2cc(S(=O)(=O)N3CCCC3)ccc2N1C(C)=O (centres undefined)	-13	-1	-0.6	9	90	0	-1	16	0
C[C@H]1CCC[C@@]2(O[C@@H](CCO)C[C@@H](O)[C@@H]2O)O1	-15	1	3.6	-3	nt	-3	-6	2	1
COc1ccc(-c2cnnc(N/N=C/c3ccc(O)cc3)n2)cc1	13	4	2.7	12	103	-2	0	3	3
CCc1ccc(C(=O)NNC(=O)c2ccc(=O)n(C)n2)cc1	-4	0	1.4	-4	100	0	0	-5	-2
N#C/C(=C\c1cc(Br)ccc1F)C(=O)NC1CC1	1	-5	0.6	-2	82	-4	4	-3	-3
Cc1cc(C)c(C(=O)COC(=O)c2ccc(NC(=O)CC#N)cc2)cc1C	29	8	0.8	-3	100	11	-5	-3	9
Cc1ccc(C(=O)NCC(=O)OCC(=O)c2ccccc2)s1	nt	0	-0.1	0	119	nt	nt	-23	nt
COC(=O)CCC(=O)OC1(C)C(=O)C=C2C=C(C3CC3)N(C3CCCCC3)C=C2C1=O (centres undefined)	-4	5	7.8	8	106	-3	3	1	-1
Cc1cc(Cl)ccc1OCCCC(=O)Nc1cccc(-n2cnnn2)c1	-17	2	2.2	-4	105	-4	4	4	5
COc1ccc(NC(=S)N2CCC(N(C)CCN3CCOCC3)CC2)cc1Cl	1	-4	0.8	8	103	-2	-5	8	-2
COc1ccc(NC(=O)c2cc3ccccc3o/c2=N\NS(=O)(=O)c2ccc(C)cc2)cc1	-3	-3	0.2	-2	98	-2	-1	-1	2
Cc1c(NC(=O)CSc2ncn[nH]2)c(=O)n(-c2ccccc2)n1C	11	-2	2.1	9	113	-3	0	19	0
CC1(CC(=O)O)SC(=O)NC1=O (centres undefined)	7	-9	-0.5	-3	81	-4	-1	-8	10
NC(CSS(=O)(=O)O)=NCCC12CC3CC(CC(O)(C3)C1)C2	-9	6	9.5	-10	122	-1	3	6	-2
COc1ccc(C2(C(=O)NCCN3CCOCC3)CCOCC2)cc1	-2	0	1.3	0	78	-2	-2	4	0
Nc1c(C(=O)c2ccccc2)sc2c1c(=O)[nH]c(=O)n2-c1ccccc1	3	1	-2.4	9	93	-5	-4	12	-3
Cc1cc(C)c(C(=O)/C=C/c2ccc(C(C)C)cc2)c(=O)[nH]1	7	4	-0.5	3	118	0	5	1	1
O=C1CC(=O)N(CCc2ccccc2)C(=O)N1CCc1ccccc1	4	14	2.2	-4	82	40*	-1	14	-2
CCCCOc1ccc(C(C)(O)CCN2CCOCC2)cc1 (centres undefined)	-10	0	0.1	-2	87	-4	10	nt	-2
Cc1cc(C)cc(C(=O)OCC(=O)NCC(F)(F)F)c1	1	-1	-2.4	11	101	-4	3	2	0
COC(=O)c1[nH]c2ccc(C)cc2c1NC(=O)Oc1ccccc1	-10	-1	-0.5	9	103	1	2	7	1
O=S(=O)(NC1CCCC1)c1ccccc1Br	-2	-3	2.4	-8	97	-3	-3	-3	-4

Two neighbouring entries already listed, for reference:
SMILES	core dimer inh	PP1 counter	PP5 inh	ZTA DNA inh	Yeast superoxide	TPT1 inhibitor	EBNA-1 inhibitor	JMJD2C inh	Fh CTSL1 inh
Cc1ccc(C(=O)NC(=S)N(C)Cc2ccccc2)cc1	-5	-3	1.6	-22	99	-3	-4	-7	-5
CC(=O)Nc1ccc(S(=O)(=O)NCCC(=O)OC(C)C(=O)c2ccc(C)cc2)cc1 (centres undefined)	5	-9	2.4	2	89	2	-12	-13	-17

Compounds as they come; overall some 3.1% were active at least once.
